# MCF10A rereplic: A quantitative high throughput screen for small molecules that induce DNA re-replication in MCF 10a normal breast cells | Potency, µM (highest dose often 46.1 µM), inactives show at the highest dose activity, positive = re-replication, actives largely listed as activators | 2.9% of 350,000 active | MCF 10A DNA re-replication, Hoechst nuclear intensity, 48 h | AID 624296, 2012; also: potency is read from the fitted curve at half-maximal effect; % of control where 0% means no effect; nearly all actives have a fitted effect of over 50% in size
# KB-3-1 tox: qHTS assay for MDR1-selective chemotherapeutics: Primary screen using the parental adenocarcinoma cell KB-3-1; Potency, µM (series often up to 46.1 µM), without a hit: top-dose activity change, negative = cytotoxic, hits mostly cytotoxic; KB-3-1 viability, CellTiter-Glo ATP luminescence, 72 h; 1.4% of 400,000 active; also: potency is read from the fitted curve at half-maximal effect; % is scaled to controls: 0 for no effect and ±100 for the full control effect; nearly all actives have a fitted effect of over 60% in size
#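 Parental KB-3-1 adenocarcinoma cells in phenol-red-free DMEM with 10% FBS were pin-treated with compounds at several concentrations, incubated 72 h at 37 °C, and viability read by CellTiter-Glo luminescence; concentration-effect curves were fitted after normalization.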
# S2 tox: Viability Counterscreen for Primary qHTS for Inhibitors of ATXN expression; 0.49% of 400,000 active; AID 651635, 2014; S2 cells (HEK-293 line with an ATXN2-luciferase reporter) viability, CellTiter-Fluor protease fluorescence, 24 h; Potency, µM (doses to about 56.7 µM), most hits filed as cytotoxic; also: potency is read from the fitted curve at half-maximal effect; nearly all actives have a fitted effect of over 40% in size
# ATXN2 expr inh: Primary qHTS for Inhibitors of ATXN expression; HEK-293 ATXN2-luciferase reporter, luminescence, 24 h; Potency, µM (highest dose often 57 µM), without a hit: at the top dose activity change, negative = inhibition, usual class: inhibitors; 0.72% of 360,000 active; AID 1745845, 2022; also: potency is read from the fitted curve at half-maximal effect; % is scaled to controls: 0 for no effect and ±100 for the full control effect; nearly all actives have a fitted effect of over 55% in size
#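 qHTS (up to 57 uM final) was run with 24 h compound exposure of reporter cells at 37 °C. Each well was multiplexed: SteadyGlo luminescence measured ATXN2-luciferase expression after a fluorogenic Gly-Phe-AFC viability readout (25 uM final).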
# KB-V1 MDR tox: qHTS assay for MDR1-selective chemotherapeutics: Primary screen using the drug-selected MDR subline cells KB-V1; Potency, µM (doses to about 46.1 µM), for the others: at the highest dose activity change, negative = cytotoxicity, actives largely listed as cytotoxic; 3.4% of 400,000 active; KB-V1 MDR cells viability, CellTiter-Glo, 72 h; also: potency is read from the fitted curve at half-maximal effect; % is scaled to controls: 0 for no effect and ±100 for the full control effect; nearly all actives have a fitted effect of over 60% in size
#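 KB-V1 cells (P-gp-expressing MDR subline of KB-3-1) in phenol-red-free DMEM with 10% FBS were exposed to library compounds over a concentration series for 72 h at 37 degrees C. Viability read by CellTiter-Glo luminescence; concentration-effect curves fitted after normalization.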
# SW480 rerep: A quantitative high throughput screen for small molecules that induce DNA re-replication in SW480 colon adenocarcinoma cells | 1.8% of 340,000 active | SW480 DNA re-replication, Hoechst DNA content imaging, 48 h | Potency, µM (series often up to 46.1 µM), inactives show top-dose re-replication activation, usual class: activators | AID 624297, 2012; also: potency is read from the fitted curve at half-maximal effect; % of control where 0% means no effect; nearly all actives have a fitted effect of over 55% in size
#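 Treated cells incubate 48 hr (37 C, 5% CO2), are stained 40 min with Hoechst, and nuclear fluorescence is enumerated; a rise in nuclei with high DNA signal marks re-replication.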
# IL-1B inflam inh: qHTS for Inhibitors of Inflammasome Signaling: IL-1-beta AlphaLISA Primary Screen; AID 743279, 2014; 4.7% of 360,000 active; activity change, % at 57.5 µM; THP-1 LPS/ATP IL-1B secretion, AlphaLISA, 16 h; hits give low values; in the data active = activity change below about -50%; inconclusive = mostly about -30% to -49%; also: % is scaled to controls: 0 for no effect and ±100 for the full control effect
#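 Secreted IL-1B measured by AlphaLISA bead assay after 16 h compound exposure of THP-1 cells; compounds (final up to 57.5 uM) added 1 h before LPS (250 ng/mL) and ATP (1.25 mM) stimulation; lower signal means less secretion.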
# HT1080NT lethal: qHTS for induction of synthetic lethality in tumor cells producing 2HG: qHTS for the HT-1080-NT fibrosarcoma cell line; HT-1080-NT fibrosarcoma viability, CellTiter-Glo ATP luminescence, 48 h; Potency, µM (titrated, usually from 46.1 µM), inactives show top-dose activity, negative = less viability, hits mostly cytotoxic; 1.6% of 360,000 active; AID 686970, 2013;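 also: NT is the 2HG producing partner of a matched IDH1 knockdown line; potency is read from the fitted curve at half-maximal effect; 0% = DMSO-treated cells and -100% = media-only wells without cells; nearly all actives have a fitted effect of over 55% in size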
#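 Fibrosarcoma NT cells, 750 per well in 5% FBS RPMI, were exposed to compound for 48 hours. Viability: CellTiter-Glo luminescence.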
# HT1080 IDH1KD tx: qHTS for induction of synthetic lethality in tumor cells producing 2HG: qHTS for the HT-1080-IDH1KD cell line; HT-1080 IDH1 knockdown viability, ATP luminescence, 48 h; Potency, µM (doses to about 46.1 µM), for the others: at the top dose activity, negative = toxicity, most hits filed as cytotoxic; 2% of 360,000 active;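 also: potency is read from the fitted curve at half-maximal effect; 0% = DMSO wells and -100% = cell-free medium wells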
#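 CellTiter-Glo luminescence after 48 h compound exposure at 37 degrees C of IDH1-knockdown HT-1080 cells in 5% FBS RPMI. %Activity scaled between DMSO wells and cell-free media wells, with curves fitted and assigned curve classes.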
# Active calls of the source: *; i = inactive; ? = inconclusive; . = not tested or not shown; [ ] = another dose, or the depositor's remark. Unless noted, calls follow the shape of the dose curve; as a rule, active = well fitted curve in the direction sought with a large enough effect; inconclusive = small, poorly fitted or top-dose-only effect, or another doubt; inactive = no such curve, though single readings can be large; an effect the other way counts as inactive or inconclusive. Compounds were not picked by outcome. About 11% of those tested had a hit in this group.
molecule	MCF10A rereplic	KB-3-1 tox	S2 tox	ATXN2 expr inh	KB-V1 MDR tox	SW480 rerep	IL-1B inflam inh	HT1080NT lethal	HT1080 IDH1KD tx
Cc1ccc(C(CC(=O)O)NC(=O)c2ccc(S(=O)(=O)N3CCCC3)cc2)cc1 (stereo not given)	-3.5%	7.2%	i	2.5%	0.0%	9.4%	7.2	13.9%	10.5%
CCOC(=O)[C@]12CCC=C1N(Cc1cccc3ccccc13)C(=O)[C@H](CC(=O)NCc1cccs1)C2	.	?	?	-30.3%	?	.	-68.9*	?	-29.8%
CCOc1ccc2nc3c(cc2c1)CN(CCOC)C(=NCCOC)S3	?	4.8%	i	0.0%	?	?	?	-10.1%	-0.9%
Cc1ccc(-c2nc3cc(NC(=O)C(C)C)ccc3o2)cc1C	1.7%	-7.1%	?	-14.1%	?	3.9%	-14.5	-17.5%	-28.4%
COc1cccc(N2CC(C(=O)Nc3nnc(SCCN4CCOCC4)s3)CC2=O)c1 (stereo not given)	0.6%	-2.8%	i	-8.9%	0.0%	-4.3%	33.9	23.1%	6.2%
CCc1cccc(CC)c1NC(=O)CSc1nnc(C(C)C)n1CC	12.3%	1.6%	i	-11.0%	-0.2%	-1.5%	-27.3	7.1%	1.0%
CCCCOC(=O)c1ccc(NC(=S)NC(=O)c2c(Cl)cnn2CC)cc1	-5.9%	3.7%	i	-9.0%	13.5%	3.5%[9.22 µM]	76.8	-5.5%	-8.5%
O=C(Nc1ccccc1)OCCNC(=O)c1cccc(Cl)c1	11.7%	-16.8%	i	-12.8%	-5.6%	?	8.0	-1.9%	-6.7%
Nc1nc2ccc([N+](=O)[O-])cc2[nH]1	-2.7%	4.6%	i	.	0.8%	-18.7%	-21.2	7.9%	3.7%
CCOC(=O)[C@]12CCCC=C1N(Cc1ccccc1)C(=O)[C@H](CC(=O)N1CCOCC1)C2	.	5.0%	.	.	?	.	10.1	12.8%	1.7%
O=C(NCc1cccs1)c1nc(-c2cccs2)no1	5.8%	-2.9%	i	.	15.3%	-2.6%	-3.4	10.7%	8.0%
COc1ccc2[nH]cc(CCN=C(NC(=O)c3cccc(Cl)c3)Nc3nc(C)cc(C)n3)c2c1	.	-14.1%	?	-9.6%	?	.	.	.	.
CCC(C)C(=O)Nc1nc2c(s1)C(=O)CC(C)(C)C2 (stereo not given)	13.6%	9.8%	i	29.4%	-5.2%	-13.7%	4.1	-2.7%	3.6%
CCc1ccc(NC(=O)CN(c2cccc(C)c2)S(C)(=O)=O)cc1	-2.0%	-21.0%	i	-17.0%	?	1.6%	-9.2	5.6%	5.1%
O=C(c1cccc(N2CCCC2=O)c1)N1CCN(c2ccccc2)CC1	-7.4%	2.8%	i	7.5%	-6.4%	-0.3%	3.9	12.8%	10.5%
CC1CCN(C(=O)COC(=O)c2cc([N+](=O)[O-])ccc2N2CCOCC2)CC1	0.0%	-0.5%	i	-0.4%	?	-12.1%	-9.8	-0.5%	9.4%
CCOc1ccc(CCNC(=O)CSc2nnnn2-c2ccc(C)cc2C)cc1OCC	.	-3.6%	i	-11.4%	?	.	.	.	.
CC1(Cc2ccc(F)cc2)C(=O)Nc2ccc(-c3cccnc3)cc21 (stereo not given)	.	0.0%	i	14.1%	-3.4%	.	91.4	9.7%	5.6%
CC(C)(C)c1ccc(S(=O)(=O)Nc2ccc(Cc3ccncc3)cc2)cc1	?	?	?	-15.0%	?	-0.1%	?	-7.4%	?
CC(c1ccccc1)n1c(-c2cccs2)nc2c(c(=O)c3ccccc3n2C)c1=O (stereo not given)	-1.9%	-12.4%	?	-34.2%	-20.3%	-24.0%	36.7	17.8%	23.8%

# Another view of part of the listing above.
# Order of results: MCF10A rereplic | KB-3-1 tox | S2 tox | ATXN2 expr inh | KB-V1 MDR tox | SW480 rerep | IL-1B inflam inh | HT1080NT lethal | HT1080 IDH1KD tx
CCC(C)C(=O)Nc1nc2c(s1)C(=O)CC(C)(C)C2 (stereo not given)
  13.6% | 9.8% | i | 29.4% | -5.2% | -13.7% | 4.1 | -2.7% | 3.6%
CCc1ccc(NC(=O)CN(c2cccc(C)c2)S(C)(=O)=O)cc1
  -2.0% | -21.0% | i | -17.0% | ? | 1.6% | -9.2 | 5.6% | 5.1%

# (cont.)
molecule	MCF10A rereplic	KB-3-1 tox	S2 tox	ATXN2 expr inh	KB-V1 MDR tox	SW480 rerep	IL-1B inflam inh	HT1080NT lethal	HT1080 IDH1KD tx
CCOC(=O)C1=C(C)NC(=O)NC1c1ccc(OCCO)c(OC)c1 (stereo not given)	2.0%	-1.8%	i	-1.9%	12.3%	-1.0%	3.0	22.2%	16.3%
Fc1cccc(-c2nnn3c2nc(NCc2ccc4c(c2)OCO4)c2ccccc23)c1	.	13.3%	i	37.1%[activator]	?	.	.	.	.
COc1ccc(CCNC(=O)CCCCn2c(=O)c3ccccc3n(Cc3ccccc3C)c2=O)cc1OC	.	-10.3%	?	?	-3.1%	.	.	.	.
CCOC(=O)NC(O)C(=O)c1cccs1 (stereo not given)	-1.9%	-4.4%	i	7.9%	0.0%	0.0%	8.5	9.6%	12.9%
CCS(=O)(=O)N1Cc2ccccc2CC1C(=O)OCC(=O)Nc1ccc(SC(F)F)cc1 (stereo not given)	-1.3%	-1.5%	i	11.0%	0.2%	1.3%	40.6	0.5%	-22.6%
Cc1ccc(S(=O)(=O)N2CCCCC2)cc1NCC(=O)Nc1ccc(Br)cc1F	.	3.26µM*	?	.	?	.	?	?	?
CCC(=O)Nc1ccc(NC(=O)CSc2nnnn2-c2ccc3c(c2)OCCO3)cc1	-9.9%	?	i	-9.2%	0.1%	?	0.0	-13.7%	1.1%
Cc1cc(C)nc(NNS(=O)(=O)c2ccc(F)c(Cl)c2)n1	-1.3%	0.3%	i	?	9.1%	2.2%	22.6	-13.1%	-3.9%
Cc1ccccc1CN(c1ccc(C(=O)NCCC2=CCCCC2)cc1)S(C)(=O)=O	0.7%	?	i	-17.9%	13µM*	3.6%	39.3	-3.5%	-11.4%
CCC(=O)Nc1ccc(-c2ccc(N3CCC(C)CC3)nn2)cc1	-1.8%	-3.4%	i	22.6%	-2.2%	-10.4%	0.0	-14.8%	-15.6%
O=C(NCCCc1ccccc1)c1c(O)nc2sccn2c1=O	?	?	i	0.7%	?	?	-3.6	-0.3%	?
COc1ccccc1S(=O)(=O)Nc1cc(S(=O)(=O)N2CCCCC2)ccc1N1CCOCC1	-2.9%	-3.7%	i	-2.2%[2.22 µM]	?	2.3%	33.4	5.1%	3.2%
COc1ccccc1OCC(=O)O/N=C(\N)c1ccccn1	0.6%	-0.9%	i	.	9.5%	-22.2%	?	3.5%	-13.4%
CCCn1c(SCC(=O)NCc2cccs2)nc2c1c(=O)n(C)c(=O)n2C	-7.0%	9.9%	i	2.1%	8.7%	-11.0%	3.5	1.9%	15.5%
Cc1cc2c(Nc3ccc(C(=O)O)cc3)ncnc2s1	-0.1%	17.7%	i	-0.8%	1.6%	7.8%	2.6	-4.2%	-5.8%
COc1ccccc1-c1oc2ccccc2c1-c1ccc2c(c1)OCO2	?	0.4%	i	2.7%	-13.4%	-4.7%	20.6	?	5.9%
Cc1ccc(OCCC(=O)OCC(=O)NC(=O)NC2CCCC2)cc1	-0.7%	-9.4%	i	-7.1%	-0.3%	-1.7%	-10.2	-5.6%	-9.2%
CC(C)NC(=O)C1CCC(Cn2c(=O)c3sccc3n(CC(=O)Nc3ccccc3)c2=O)CC1 (stereo not given)	.	-1.8%	i	1.6%	1.3%	.	.	.	.
CCOc1ccc(CNCCN2CCCC2)cc1	2.7%	-17.4%	i	0.0%	?	1.8%	-15.4	-20.6%	-3.3%
OC(Cc1ccnc2ccccc12)C(Cl)(Cl)Cl (stereo not given)	8.8%	-20.1%	i	-27.0%	-12.1%	-2.5%	8.4	-10.8%	-2.1%
Cc1cc(-c2ccccc2)nc2c(Br)c(=O)[nH]n12	-1.3%	0.6%	?	.	?	-5.3%	1.7	7.5%	8.1%
CC1(CC(=O)N/N=C/c2ccc(-c3ccc(Cl)cc3)o2)OCCO1	-1.8%	13.3%	i	0.4%	16.4%	-2.5%	-6.9	9.9%	-1.3%
CN(C)S(=O)(=O)N1CCN(C(=O)c2cccc(Br)c2)CC1	0.6%	2.2%	i	5.8%	-16.3%	-3.6%	-4.4	-1.3%	7.5%
Cc1cc(C)nc(N/C(=N\S(=O)(=O)Cc2ccccc2)Nc2cccc(Cl)c2C)n1	1.6%	-3.8%	i	-4.0%	-12.6%	-6.4%	5.4	12.0%	-1.2%
O=C(C(=O)N1CCCCC1)c1c(-c2ccccc2)[nH]c2ccccc12	4.9%	20.8%	i	-11.3%	-3.1%	0.6%	28.4	14.6%	25.9%
Cc1ccc(NC(=O)Cc2csc(-c3ccccc3)n2)cc1F	1.7%	-3.9%	i	4.5%	-9.9%	8.6%	-80.1*	-24.1%	?
O=C(CSc1nnc(CNC(=O)c2cccs2)o1)Nc1ccccc1F	3.4%	7.9%	i	1.3%	?	-2.7%	-3.1	18.9%	1.7%
OCCCNc1nc(-c2ccccc2)nc2c1oc1ccccc12	7.9%	-9.5%	i	-24.6%	?	-12.5%	-24.8	-20.7%	?

# Source: PubChem
